Screening data deposited in PubChem BioAssay by several laboratories.
MLLE-PAM2 inh = inhibitors of PABP1 MLLE–PAM2 peptide binding, primary screen, biochemical, fluorescence polarization, FITC-PAM2, GST-MLLE; Polyadenylate-binding protein 1 (Homo sapiens), P11940; inhibition, % at 20 µM; 360,000 compounds, 0.36% hits; in the data active means inhibition above about 35%, passing the limit was not always enough;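 further: plate controls were DMSO wells with GST-MLLE for no effect and wells lacking GST-MLLE protein for full effect; some results filed as inactive read as strong as hits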
eLon inh = inhibitors of E. coli Lon protease, primary screen, biochemical, fluorescence polarization | purified E. coli Lon protease | AID 602123, 2011 | 360,000 compounds, 0.42% hits | inhibition, % at 7.94 µM | P0A9M0; in the data active means inhibition above about 13%, passing the limit was not always enough;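 further: 0% = enzyme with probe and DMSO and 100% = no enzyme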
Target sequence (P0A9M0 whole entry, looked up): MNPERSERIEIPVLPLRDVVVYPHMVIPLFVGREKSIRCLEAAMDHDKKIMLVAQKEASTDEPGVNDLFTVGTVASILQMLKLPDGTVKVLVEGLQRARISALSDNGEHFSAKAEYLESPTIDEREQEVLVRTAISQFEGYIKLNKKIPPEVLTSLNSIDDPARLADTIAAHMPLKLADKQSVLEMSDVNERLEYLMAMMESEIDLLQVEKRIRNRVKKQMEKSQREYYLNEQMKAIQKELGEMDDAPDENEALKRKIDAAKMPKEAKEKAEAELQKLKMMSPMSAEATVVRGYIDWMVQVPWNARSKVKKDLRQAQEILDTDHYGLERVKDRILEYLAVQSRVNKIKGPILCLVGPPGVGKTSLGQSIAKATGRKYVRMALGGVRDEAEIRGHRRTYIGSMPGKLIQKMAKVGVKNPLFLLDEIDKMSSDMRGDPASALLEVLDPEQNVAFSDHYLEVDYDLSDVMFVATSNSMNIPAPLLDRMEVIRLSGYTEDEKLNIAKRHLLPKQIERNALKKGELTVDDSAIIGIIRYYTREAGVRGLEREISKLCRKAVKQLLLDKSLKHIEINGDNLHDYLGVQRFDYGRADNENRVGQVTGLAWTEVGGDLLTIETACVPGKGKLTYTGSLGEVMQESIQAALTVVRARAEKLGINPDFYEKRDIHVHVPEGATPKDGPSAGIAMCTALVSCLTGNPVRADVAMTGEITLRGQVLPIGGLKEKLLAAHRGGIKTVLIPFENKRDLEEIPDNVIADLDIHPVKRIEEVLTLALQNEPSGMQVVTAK
MT1-MMP act inh = blockers of MT1-MMP proenzyme processing, primary screen, HT1080 RFP-PRO-GFP cells, GFP/RFP fluorescence; Matrix metalloproteinase-14 (Homo sapiens), P50281; GFP/RFP ratio fluorescence, overnight; percent of plate control window, DMSO zero; GFP/RFP ratio change, % at 20 µM; 360,000 compounds, 0.061% hits; AID 651647, 2012;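 active means GFP/RFP ratio change of at least 30% with cell ATP level not reduced by more than half and red fluorescence within 50% of control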; further: strong numbers were not always called active
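Test system: HT1080 cells expressing an RFP-PRO-GFP fluorescent reporter construct / Compound dosing: single-point 20 µM compound, 1% DMSO / Schedule: cells overnight before dosing, compound overnight, 37 °C, 5% CO2 / Evaluation: GFP/RFP fluorescence ratio / Control set: DMSO and RFP-L50D-GFP cell wells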
Rin1-Abl PPI inh = inhibitors of Rin1-Abl protein binding, primary screen, biochemical, TR-FRET; inhibition, % at 7.35 µM; 360,000 compounds, 0.4% hits; AID 588664, 2011; in the data active means inhibition above about 5%, passing the limit was not always enough
CSN deneddyl inh = inhibitors of CSN-mediated cullin deneddylation, primary screen, biochemical, fluorescence polarization, uHTS. Purified CSN, SCF-Nedd8-OG deneddylation. inhibition, % at 12.5 µM. 360,000 compounds, 0.38% hits;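 active means pattern-corrected inhibition above about 35%, with an unprinted fluorescence ratio check between 0.5 and 1.5, limit read from the data, passing the limit was not always enough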;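 further: 0% = enzyme with substrate and 100% = substrate without enzyme; some results filed as inactive read as strong as hits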
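test system = HEK293T-derived human Csn5 enzyme | amount = 0.24 nM Csn5 enzyme, final concentration | medium = Tris/NaCl/DTT buffer, pH 7.5 | schedule = 90 min reaction at room temperature | signal = FP | evaluation = inhibition of Csn5 cleavage, % | compound dosing = single dose of 12.5 µM compound with 0.25% DMSO | probe or stimulus = 10 nM SCFSkp2-Nedd8OG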
MsrA inh = bovine MsrA enzyme inhibitors, primary screen, biochemical, absorbance, HTS | AID 651718, 2012 | inhibition, % at 15.5 µM | 360,000 compounds, 0.75% hits | Methionine sulfoxide reductase A (Bos taurus) | purified bovine MsrA, absorbance read-out; in the data active means inhibition above about 4.5%;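 further: 0% = vehicle wells with enzyme and 100% = reference inhibitor wells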
FAS-TE inh = FAS thioesterase domain inhibitors, primary screen, biochemical, fluorescence intensity, uHTS; Fatty acid synthase (Homo sapiens), P49327; recombinant FAS-TE, OMFH fluorogenic substrate, fluorescence endpoint; inhibition, % at 15 µM; 360,000 compounds, 0.67% hits; AID 602261, 2012;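 active means compounds whose normalised, plate-corrected inhibition of enzyme fluorescence in the single-dose primary screen is 50% or more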;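 further: 0% = DMSO with enzyme and 100% = substrate without enzyme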
Rpn11 inh = Rpn11 (PSMD14) deubiquitinase inhibitors, primary screen, biochemical, fluorescence polarization, uHTS. 360,000 compounds, 0.59% hits. human 26S proteasome, Ub4-pepOG fluorescence polarization; 20S core pre-blocked with epoxomicin. calls only at 20 µM. 26S proteasome non-ATPase regulatory subunit 14 (Homo sapiens), O00487;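 active means inhibition at 20 µM, scaled to each plate's controls, above about 33%, limit read from the data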
Target sequence (O00487 whole entry, looked up): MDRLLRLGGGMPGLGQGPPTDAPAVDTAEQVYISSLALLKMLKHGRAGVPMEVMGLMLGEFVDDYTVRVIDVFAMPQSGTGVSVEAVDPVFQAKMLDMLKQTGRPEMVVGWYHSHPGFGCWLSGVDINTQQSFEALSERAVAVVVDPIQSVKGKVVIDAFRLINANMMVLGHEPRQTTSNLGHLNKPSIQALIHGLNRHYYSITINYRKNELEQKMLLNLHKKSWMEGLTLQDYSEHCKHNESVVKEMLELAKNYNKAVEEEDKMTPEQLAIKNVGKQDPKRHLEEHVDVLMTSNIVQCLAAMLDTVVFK
bovine MsrA act = bovine MsrA enzyme activators, primary screen, biochemical, absorbance, HTS. Methionine sulfoxide reductase A (Bos taurus). purified bovine MsrA, absorbance read-out. activation, % at 10.6 µM. 360,000 compounds, 0.3% hits; in the data active means activation above about 7.5%;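 further: 0% = vehicle and 100% = reference activator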
Active calls of the source: *; i = inactive; . = no result given; + = active, no number.

entry	Molecule	MLLE-PAM2 inh	eLon inh	MT1-MMP act inh	Rin1-Abl PPI inh	CSN deneddyl inh	MsrA inh	FAS-TE inh	Rpn11 inh	bovine MsrA act
1	CC[n+]1c(C)cc(C)n1-c1ccccc1	-131	1	0	-1	-9	0.3	-4	i	-1
2	COc1ccc2nc(C)cc(SCC(=O)NNC(=O)COc3ccccc3)c2c1	-10	4	0	-23	-7	1.0	-3	i	-2
3	COc1ccc(C(=O)NCc2ccncc2)cc1S(=O)(=O)NCc1ccc(Cl)cc1	-2	-9	-1	-2	0	0.5	-3	i	-2
4	O=C(c1ccco1)N1CCN(Cc2nnnn2C2CCCCC2)CC1	-4	4	-1	2	4	-1.1	-3	i	-1
5	COC(=O)c1ccsc1NC(=O)c1ccccc1	-13	-8	2	-2	0	0.5	0	i	-2
6	CN(C(=O)COC(=O)c1ccc2c(=O)n3c(nc2c1)CCC3)c1ccccc1	8	0	-7	-4	-16	1.2	-7	i	-4
7	Cc1ccc(-c2csc(NC(=O)c3cccc(C)c3)c2C(=O)O)cc1	-7	-1	4	-1	6	1.8	1	i	-2
8	O=C(Nc1ccc(C(=O)N2CCCCC2)cc1)c1cccs1	3	0	-1	3	3	-0.1	-2	i	-12
9	CCOc1cc(CO)cc(Br)c1OCC(N)=O	15	-4	2	0	0	-1.9	-11	i	-8
10	CCN(C(=O)CSc1nnc(-c2cccc(F)c2)n1N)c1c(N)n(Cc2ccccc2)c(=O)[nH]c1=O	11	-3	2	3	-2	-1.7	-6	i	-3
11	CC(=O)Nc1cccc(C(=O)OC(C)C(=O)NC(=O)NC2CCCCC2)c1 (stereo not given)	-3	-9	-1	7	-1	-0.7	-4	i	4
12	Cc1ccccc1OCCCN1C(=O)C(=O)c2cccc(C)c21	-10	5	1	-2	3	-0.6	9	i	1
13	CC1(C)CC(=O)C2=C(C1)OC(N)=C(C#N)C21CCC2(CC1)OCCO2	19	4	-4	1	1	-0.9	-7	i	-1
14	CC(C)c1ccc(OCc2ccc(C(=O)N3CCCC3)o2)cc1	-2	-2	2	1	-1	-1.4	-4	i	0
15	CC(=O)OC1CSc2nc3ccccc3n2C1 (stereo not given)	-1	3	1	0	-2	0.5	-9	i	-8
16	Nc1nc(N)nc(-c2ccc(Oc3ccccc3)cc2)n1	12	-5	2	-2	-3	0.2	-2	i	-10
17	CN1CCc2c(sc(N)c2C(N)=O)C1	-17	-7	-7	1	-5	2.3	-9	i	-2
18	CCOC(=O)NC(=S)Nc1ccc(C(C)(C)C)cc1Br	24	1	1	0	1	1.1	18	i	-4
19	Cc1ccc(N2C(=O)C(O)(C(F)(F)F)C3=C2CC(C)(C)CC3=O)cc1C (stereo not given)	6	-16	1	-2	-3	.	0	i	-8
20	CCN(CC)S(=O)(=O)c1csc(C(=O)Nc2ccccn2)c1	1	3	3	3	-2	0.3	-8	i	-8
21	COc1ccc(C(=O)C(C)OC(=O)CNC(=O)c2ccco2)cc1 (stereo not given)	-3	5	-5	-3	7	-0.8	-7	i	-9
22	CC(=O)Cn1nnc(-c2ccc(C(F)(F)F)cc2)n1	-4	-8	-1	5	-2	1.9	2	i	-4
23	O=C(CCc1ccccc1)NCCc1ccc(F)cc1	-1	5	-1	-2	-3	1.9	-3	i	-4
24	CC(=O)c1cccc(CN(C)CC2CCCN(CCc3ccccc3C)C2)c1 (stereo not given)	-4	4	4	0	2	0.2	-3	i	-1
25	Cc1ccc(NC(=O)CSCC(=O)NC2(C)CCS(=O)(=O)C2)cc1 (stereo not given)	2	-16	-2	4	2	-0.1	-3	i	-2

A draw from above in order of SMILES length, highest first.
entry	Molecule	MLLE-PAM2 inh	eLon inh	MT1-MMP act inh	Rin1-Abl PPI inh	CSN deneddyl inh	MsrA inh	FAS-TE inh	Rpn11 inh	bovine MsrA act
2	COc1ccc2nc(C)cc(SCC(=O)NNC(=O)COc3ccccc3)c2c1	-10	4	0	-23	-7	1.0	-3	i	-2
4	O=C(c1ccco1)N1CCN(Cc2nnnn2C2CCCCC2)CC1	-4	4	-1	2	4	-1.1	-3	i	-1
1	CC[n+]1c(C)cc(C)n1-c1ccccc1	-131	1	0	-1	-9	0.3	-4	i	-1

(next part)
entry	Molecule	MLLE-PAM2 inh	eLon inh	MT1-MMP act inh	Rin1-Abl PPI inh	CSN deneddyl inh	MsrA inh	FAS-TE inh	Rpn11 inh	bovine MsrA act
26	Nc1[nH]nc2nc(NCc3ccccc3)c3c(c12)CCN(Cc1ccccc1)C3	0	6	5	2	2	-0.2	-6	i	-2
27	FC(F)(F)c1nc(NCc2ccccc2)c2nnn(Cc3ccccc3)c2n1	2	-8	-1	0	0	0.8	2	i	1
28	Cc1ccc(C)c(OCCn2cc(C(=O)O)c3ccccc32)c1	-2	-12	2	-3	-9	-1.1	-7	i	-2
29	Cc1cccc(C)c1NC1=NC(=S)N(c2ccc(N(C)C)cc2)C1(C)C	-92	1	-3	3	1	2.0	-8	i	-8
30	CC(NC(=O)c1cccc(S(=O)(=O)N(C)C)c1)C1CC2CCC1C2 (stereo not given)	11	1	-2	-4	5	-0.7	4	i	-8
31	Cc1sc2nc(CSCC(=O)Nc3ccc(N4CCOCC4)cc3)[nH]c(=O)c2c1C	-31	-9	-11	1	7	1.4	-5	i	-2
32	COc1cc(C2N=C(c3ccccc3)NO2)cc(Br)c1O (stereo not given)	-12	1	9	-2	-5	2.5	2	i	-1
33	Cc1ccc(S(=O)(=O)N2CCN(C(=O)c3ccc(Cl)nc3)CC2)cc1	-8	-2	2	-3	-7	-0.7	-1	i	-2
34	COc1cc(-c2nnc(COC(=O)c3nn(CC(C)C)c(=O)c4ccccc34)o2)cc(OC)c1OC	9	-5	3	-5	-4	-1.1	22	i	-3
35	c1cc2c(cc1C1CCCCC1)c1c3n2CCCNC3CCC1 (stereo not given)	8	-6	-5	0	-3	0.0	-34	i	0
36	Oc1ccc(Br)cc1C=Nc1ccc(Cl)cc1	-2	-2	1	-1	0	-0.8	-4	i	2
37	O=C(NCc1ccncc1)C1CCN(C(=O)c2cccc(Cl)c2)CC1	-13	3	2	3	-7	-0.4	-4	i	-1
38	Nc1ccccc1Nc1cc(-c2cccc(Cl)c2)nn1-c1ccccc1	9	-8	-2	-2	0	0.9	36	i	-2
39	CC1CCC(=C(C#N)C(=O)Nc2cccc(Cl)c2)CC1 (stereo not given)	1	0	3	1	6	-0.2	15	i	-3
40	O=C1CN(S(=O)(=O)c2ccccc2)CCN1	-9	-8	-5	8	1	-0.8	-11	i	3
41	CSCCC1NC(=O)N(CC(=O)Nc2ccc3c(c2)OCCO3)C1=O (stereo not given)	9	-12	2	0	-1	-0.2	-1	i	-8
42	CCOC(=O)c1c(C)[nH]c(C(=O)COC(=O)c2ccc(F)c(S(=O)(=O)N3CCOCC3)c2)c1C	1	-10	0	-1	8	-1.2	2	i	-11
43	Cc1occc1C(=O)NNC(=O)CN1C(=O)NC(C)(c2ccccc2)C1=O (stereo not given)	6	3	1	-2	-2	1.7	-3	i	-6
44	CC1(C(=O)Nc2ccc3c(c2)OCO3)CCN1C(=O)Cc1cccs1 (stereo not given)	-13	-26	4	4	3	0.8	-3	i	-1
45	COc1ccc(C2=NN(CC(=O)NCC(OC)OC)C(=O)CC2)cc1	4	-5	3	-2	1	1.4	-2	i	-3
46	Cc1cc(/C=C/C(=O)O)c(C)n1-c1ccc(Cl)cc1	0	2	-2	-1	9	0.8	2	i	-3
47	CCCN(CC1CCCO1)C(=O)CCc1nnc(CCc2ccc(OC)cc2)o1 (stereo not given)	-2	-9	-2	-1	2	-0.4	-5	i	-2
48	O=c1[nH]cc(C(F)(F)F)cc1NS(=O)(=O)c1ccccc1[N+](=O)[O-]	-6	1	-1	1	-8	0.2	-2	i	1
49	O=C(Nc1nccs1)C1CC(=O)N(c2ccc(F)cc2)C1 (stereo not given)	9	8	1	1	-2	0.3	-5	i	-1
50	CC(C)CC(=O)Nc1ccc(-c2nc3ccccc3c(=O)o2)cc1	28	5	2	-3	-1	0.6	-4	i	-2

More structures:
entry	Molecule	MLLE-PAM2 inh	eLon inh	MT1-MMP act inh	Rin1-Abl PPI inh	CSN deneddyl inh	MsrA inh	FAS-TE inh	Rpn11 inh	bovine MsrA act
51	Cc1cccn2c(=O)c3cc(C(=O)NC4CCCC4)c(=N)n(C4CCCC4)c3nc12	-31	-3	9	-1	-4	-0.7	-5	+	0
52	COc1nccnc1NS(=O)(=O)c1ccc(NC(=S)NC(=O)c2ccc(F)cc2)cc1	49*	-6	-4	2	2	1.7	-11	i	-1
53	COc1cc2c(cc1OC)CN(C(=O)CN1C(=O)NC3(CCC(C)CC3)C1=O)CC2 (stereo not given)	-29	0	7	4	5	0.7	-6	i	-7
54	COc1ccc(CNc2nc(C)cc(C)c2C#N)cc1	-12	0	4	1	-4	0.8	28	i	-10
55	CCCOP(=O)(OCCC)C(Nc1ccc(C(=O)O)cc1)c1ccccc1 (stereo not given)	-2	3	1	2	-2	0.3	-3	i	0
56	NS(=O)(=O)c1ccc(N2N=C(c3ccc(Br)cc3)CC2c2ccc(F)cc2)cc1 (stereo not given)	-5	2	-5	1	1	2.3	17	i	-5
57	O=C(Cn1cc([N+](=O)[O-])nc1[N+](=O)[O-])N1CCN(c2ccccc2)CC1	-4	-1	1	0	2	0.8	3	i	-1
58	N#Cc1ccc(C(=O)Nc2cc(-c3ccc(F)cc3)nn2-c2ccccc2)cc1	19	-14	-1	3	-1	-0.8	33	i	0

Molecules above containing a Cl atom, in the order listed:
entry	Molecule	MLLE-PAM2 inh	eLon inh	MT1-MMP act inh	Rin1-Abl PPI inh	CSN deneddyl inh	MsrA inh	FAS-TE inh	Rpn11 inh	bovine MsrA act
3	COc1ccc(C(=O)NCc2ccncc2)cc1S(=O)(=O)NCc1ccc(Cl)cc1	-2	-9	-1	-2	0	0.5	-3	i	-2
33	Cc1ccc(S(=O)(=O)N2CCN(C(=O)c3ccc(Cl)nc3)CC2)cc1	-8	-2	2	-3	-7	-0.7	-1	i	-2
36	Oc1ccc(Br)cc1C=Nc1ccc(Cl)cc1	-2	-2	1	-1	0	-0.8	-4	i	2
37	O=C(NCc1ccncc1)C1CCN(C(=O)c2cccc(Cl)c2)CC1	-13	3	2	3	-7	-0.4	-4	i	-1
38	Nc1ccccc1Nc1cc(-c2cccc(Cl)c2)nn1-c1ccccc1	9	-8	-2	-2	0	0.9	36	i	-2
39	CC1CCC(=C(C#N)C(=O)Nc2cccc(Cl)c2)CC1 (stereo not given)	1	0	3	1	6	-0.2	15	i	-3
46	Cc1cc(/C=C/C(=O)O)c(C)n1-c1ccc(Cl)cc1	0	2	-2	-1	9	0.8	2	i	-3
